# High-throughput results deposited in PubChem BioAssay by Sanford-Burnham Center for Chemical Genomics.
# APJ antagonist – APJ receptor antagonism; 0.32% of 330,000 active; inhibition, % at 20 µM; CHO-K1 APJ beta-arrestin complementation, luminescence;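 active = inhibition above about 40% at 20 µM, limit read from the data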;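 note: cells challenged with 10 nM apelin-13 agonist together with compound; plate controls were apelin-13 plus DMSO wells for no effect and DMSO wells lacking apelin-13 for full effect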
# UBC13 inh – human UBC13 polyubiquitination inhibition; 0.47% of 330,000 active; inhibition, % at 20 µM; UBC13 polyubiquitin chain formation, TR-FRET; in the data active = inhibition above about 45%, passing the limit was not always enough
# Target sequence (P61088 whole entry, looked up): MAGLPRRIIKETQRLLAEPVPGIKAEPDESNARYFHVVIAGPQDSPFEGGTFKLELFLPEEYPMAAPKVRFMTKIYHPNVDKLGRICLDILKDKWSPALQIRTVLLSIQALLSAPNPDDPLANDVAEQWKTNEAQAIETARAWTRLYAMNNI
# Gli-Sufu block – antagonists of Gli-Sufu signaling. AID 588413. 0.74% of 340,000 active. inhibition, % at 5 µM. Sufu-KO-LIGHT fibroblasts, Gli luciferase reporter luminescence;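 active = inhibition above about 55%, limit read from the data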;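 note: 0% = DMSO-treated cells and 100% = wells with medium but no cells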
# CXCR6 block – inhibitors of human CXCR6 receptor; O00574; CHO-K1 PathHunter CXCR6 beta-arrestin, luminescence; inhibition, % at 20 µM; 0.36% of 360,000 active; in the data active = inhibition above about 34%, passing the limit was not always enough;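 note: antagonist mode with CXCL16 agonist at 10 nM final; 0% = 10 nM CXCL16 with DMSO and 100% = unstimulated wells without agonist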
# Target sequence (O00574 whole entry, looked up): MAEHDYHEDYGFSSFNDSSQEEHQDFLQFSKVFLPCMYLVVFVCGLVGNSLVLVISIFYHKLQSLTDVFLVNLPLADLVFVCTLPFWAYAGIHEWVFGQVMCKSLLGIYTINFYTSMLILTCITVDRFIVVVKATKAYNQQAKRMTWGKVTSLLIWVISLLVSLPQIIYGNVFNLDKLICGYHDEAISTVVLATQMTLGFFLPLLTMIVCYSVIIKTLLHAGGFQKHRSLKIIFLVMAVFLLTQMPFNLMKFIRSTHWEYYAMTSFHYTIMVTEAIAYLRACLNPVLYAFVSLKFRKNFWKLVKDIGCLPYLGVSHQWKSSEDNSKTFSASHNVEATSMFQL
# ATG4B inhibitor – blocks human ATG4B protease cleavage of LC3 substrate; ATG4B cleavage of LC3-PLA2, NBD-HPC fluorescence, 1 h; inhibition, % at 8.33 µM; 0.51% of 340,000 active; Q9Y4P1; in the data active = inhibition above about 40%
# APJ ag – agonists of human APJ apelin receptor; activation, % at 20 µM; CHO-K1 APJ PathHunter beta-arrestin, luminescence; 0% DMSO wells, 100% apelin; P35414; AID 2520; 0.11% of 330,000 active;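 active = activation more than six SD over the plate average, tested at 20 µM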;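 note: 0% = DMSO alone and 100% = apelin-13 at 10 nM; some results filed as inactive read as strong as hits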
#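 Assay system: CHO-K1 APJ beta-arrestin complementation cell line / Compound: single test compound dose, 20 µM final, 1% DMSO / Times: overnight seeding, 90 min compound at 25 °C, 1 h detection / Technique: beta-gal luminescence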
# EBI2 block – blocks human EBI2 receptor beta-arrestin signaling; EBI2 beta-arrestin recruitment, luminescence, 7a,25-OHC stimulated; 0.81% of 360,000 active; inhibition, % at 5 µM; in the data active = inhibition above about 38%;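 note: enzyme fragment complementation signal reports receptor beta-arrestin coupling in cells; 0% = agonist plus DMSO wells and 100% = wells without agonist; some results beyond the cut were filed as inactive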
# Target sequence (P32249 whole entry, looked up, the tested form may be a part): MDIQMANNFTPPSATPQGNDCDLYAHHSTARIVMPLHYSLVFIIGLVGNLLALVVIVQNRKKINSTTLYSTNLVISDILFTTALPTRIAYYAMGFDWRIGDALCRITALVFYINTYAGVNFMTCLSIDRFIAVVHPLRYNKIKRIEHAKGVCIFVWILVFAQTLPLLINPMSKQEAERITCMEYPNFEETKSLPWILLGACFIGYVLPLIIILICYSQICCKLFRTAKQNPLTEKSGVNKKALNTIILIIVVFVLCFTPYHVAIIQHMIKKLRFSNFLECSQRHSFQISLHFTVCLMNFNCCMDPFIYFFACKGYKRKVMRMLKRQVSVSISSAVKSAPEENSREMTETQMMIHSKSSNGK
# CCR6 antag – CCR6 (human) receptor antagonism | 0.49% of 340,000 active | inhibition, % at 20 µM | CHO-K1 CCR6 PathHunter beta-arrestin, luminescence, CCL20-stimulated | P51684;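 active = compounds whose inhibition of the agonist-driven luminescence signal at 20 µM reaches about 50%, limit read from the data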;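 note: cells stimulated with CCL20 at 14 nM final; plate controls were DMSO with CCL20 for no effect and DMSO without agonist for full effect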
# Numbers without * were called inactive.
SMILES,APJ antagonist,UBC13 inh,Gli-Sufu block,CXCR6 block,ATG4B inhibitor,APJ ag,EBI2 block,CCR6 antag
CC(C)COc1cccc(C(=O)N(C)CC(=O)Nc2cccc3ccccc23)c1,-6,6,-2,-10,-8,-8,-10,15
S=C(NNc1nc(Nc2ccccc2)nc(N2CCCCC2)n1)NC1CCCCC1,4,-7,-1,-9,14,-1,12,-11
CCc1nc(NCCN2CCOCC2)c(C#N)c2c1CCCC2,3,11,0,4,-22,-19,0,-9
CN(C)S(=O)(=O)n1cc(/C=C(\NC(=O)c2ccccc2F)C(=O)N2CCCC2)c2ccccc21,0,-7,9,-2,-11,0,-1,18
CN(C)C(CNC(=O)CN1C(=O)NC2(CCc3ccccc32)C1=O)c1ccco1 (centres undefined),13,5,5,2,-3,-3,-3,-4
CCCN1CCN(CCCNC(=S)Nc2ccc3nc(N4CCN(CC)CC4)cc(C)c3c2)CC1,1,0,12,-13,1,0,-4,19
Cc1ccc(C(=O)NCC(=O)O)o1,6,14,-4,1,-2,-3,4,11
Cc1cccc(C)c1N/C=C/c1onc(C)c1[N+](=O)[O-],18,-17,9,10,0,-5,11,2
CC1CCN(c2oc(-c3ccccc3Cl)nc2C#N)CC1,-5,2,-57,-8,12,-6,9,-8
Cc1ccc(NC(=S)Nc2c(C)n(C)n(-c3ccccc3)c2=O)cc1,-23,2,5,-8,-5,2,-8,23
Cc1[nH]c2ccc(C(=O)N3CCN(c4ccccc4Cl)CC3)cc2c1C,21,-3,-4,1,16,0,78*,-3
CN(CC(=O)Nc1ccc(Cl)c(Cl)c1)C(=O)C12CC3CC(CC(C3)C1)C2,4,6,3,-2,-12,-1,-20,15
CCOC(=O)C1CCN(C(=O)c2ccccc2NC(=O)c2ccc(Cl)cc2)CC1,9,6,-2,0,-3,3,-4,2
Cc1cc(C)nc(N(C#N)Cc2ccc(Br)cc2)n1,15,-5,2,7,5,-1,9,24
Cc1cc(NC(=O)CN2C(=O)NC3(CCCCC3)C2=O)ccc1N1CCCC1,23,1,-8,4,-2,0,0,5

# Individual results from the list:
# Under CXCR6 block, `Cc1ccc(NC(=S)Nc2c(C)n(C)n(-c3ccccc3)c2=O)cc1` is entered as -8
# Under APJ ag, `CCc1nc(NCCN2CCOCC2)c(C#N)c2c1CCCC2` is entered as -19

# Ordered by number of heavy atoms (ascending): part of the list above
SMILES,APJ antagonist,UBC13 inh,Gli-Sufu block,CXCR6 block,ATG4B inhibitor,APJ ag,EBI2 block,CCR6 antag
Cc1cc(C)nc(N(C#N)Cc2ccc(Br)cc2)n1,15,-5,2,7,5,-1,9,24
CC(C)COc1cccc(C(=O)N(C)CC(=O)Nc2cccc3ccccc23)c1,-6,6,-2,-10,-8,-8,-10,15
CCCN1CCN(CCCNC(=S)Nc2ccc3nc(N4CCN(CC)CC4)cc(C)c3c2)CC1,1,0,12,-13,1,0,-4,19

# The listing picks up, repeating the 5 entries before the break.
SMILES,APJ antagonist,UBC13 inh,Gli-Sufu block,CXCR6 block,ATG4B inhibitor,APJ ag,EBI2 block,CCR6 antag
Cc1[nH]c2ccc(C(=O)N3CCN(c4ccccc4Cl)CC3)cc2c1C,21,-3,-4,1,16,0,78*,-3
CN(CC(=O)Nc1ccc(Cl)c(Cl)c1)C(=O)C12CC3CC(CC(C3)C1)C2,4,6,3,-2,-12,-1,-20,15
CCOC(=O)C1CCN(C(=O)c2ccccc2NC(=O)c2ccc(Cl)cc2)CC1,9,6,-2,0,-3,3,-4,2
Cc1cc(C)nc(N(C#N)Cc2ccc(Br)cc2)n1,15,-5,2,7,5,-1,9,24
Cc1cc(NC(=O)CN2C(=O)NC3(CCCCC3)C2=O)ccc1N1CCCC1,23,1,-8,4,-2,0,0,5
O=C(NC(=S)Nc1ccc2oc(-c3ccncc3)nc2c1)c1ccccc1F,-3,-8,-11,-4,10,5,17,2
CCOC(=O)N1CCN(CC(=O)Nc2ccc(OC)cc2)CC1,-3,-2,0,4,-13,-4,-2,-7
CCCc1nnc(SCC(=O)N2CCCC2)n1Cc1ccco1,20,-13,3,-3,-4,-1,-6,9
COc1ccc(C(CNC(=O)COc2ccc(F)cc2Cl)N2CCCCC2)cc1 (centres undefined),19,14,25,9,0,-2,8,10
O=C(c1ccco1)N1CCN(Cc2nnnn2C2CCCCC2)CC1,12,2,-1,-7,10,1,0,15
Cc1cccc(C)c1NC(=O)COC(=O)C1C2CC3OC(=O)C1C3C2 (centres undefined),-24,-6,-18,9,1,-3,-2,-2
CCC(CO)Oc1cc(NCc2cccc(C(F)(F)F)c2)c2ncn(C(C)C)c2c1 (centres undefined),-20,-1,-6,1,-3,0,-12,10
Cc1nn(CC(=O)N2CCOCC2)c(C)c1[N+](=O)[O-],12,-5,-12,-9,-3,-1,-2,-12
CC1CCCN(C(=O)CCS(=O)(=O)Cc2ccccc2)C1 (centres undefined),-3,14,24,-6,-2,-4,-5,4
C=CCN1C(=O)c2ccc(C(=O)N(C)Cc3ccc(C)o3)cc2C1=O,-10,2,-4,2,7,-4,-4,1
O=C(C(Cc1ccccc1)n1cccc1)N1CCN(Cc2ccccc2)CC1 (centres undefined),-17,-7,3,3,-11,-6,7,9
O=C(c1ccc2oc(Cc3ccc(Cl)cc3)nc2c1)N1CCCCC1CCO (centres undefined),13,4,4,-4,-10,-4,-11,-3
Cc1cc(C(=O)NCC(=O)OCC(=O)Nc2ccc(OC(F)F)cc2)ccc1[N+](=O)[O-],-8,5,-8,-6,-9,-2,-9,-5
COC(=O)[C@H]1[C@H]2C[C@@H]3c4[nH]c5cc(OC)ccc5c4CCN3C[C@H]2C[C@@H](OC(=O)c2cc(OC)c(OC)c(OC)c2)[C@@H]1OC,-13,25,7,-2,-9,5,-4,5
Cc1c(C(=O)Nc2ccccc2[N+](=O)[O-])csc1-c1ccccc1,-6,12,-99,-1,59*,1,15,19

# In the list so far, these contain an NH in an aromatic ring.
SMILES,APJ antagonist,UBC13 inh,Gli-Sufu block,CXCR6 block,ATG4B inhibitor,APJ ag,EBI2 block,CCR6 antag
Cc1[nH]c2ccc(C(=O)N3CCN(c4ccccc4Cl)CC3)cc2c1C,21,-3,-4,1,16,0,78*,-3
COC(=O)[C@H]1[C@H]2C[C@@H]3c4[nH]c5cc(OC)ccc5c4CCN3C[C@H]2C[C@@H](OC(=O)c2cc(OC)c(OC)c(OC)c2)[C@@H]1OC,-13,25,7,-2,-9,5,-4,5

# (listing goes on)
SMILES,APJ antagonist,UBC13 inh,Gli-Sufu block,CXCR6 block,ATG4B inhibitor,APJ ag,EBI2 block,CCR6 antag
COc1ccc(CNC(=O)C(c2ccco2)N(C(=O)c2snc(C(N)=O)c2N)c2cccc(OC)c2)cc1 (centres undefined),-7,43,-4,8,23,-1,10,15
CN(C)S(=O)(=O)c1ccc(C(=O)NCC(C)(C)N2CCOCC2)cc1,2,9,4,0,6,-3,-6,10
c1ccc(N2CCN(c3nc(NCc4ccco4)c4ccccc4n3)CC2)cc1,-10,16,-4,-12,5,-1,31,1
COc1cc(NC(=O)CCC(=O)OCCCC(F)(F)C(F)(F)F)nc(OC)n1,-18,-2,-3,-1,-5,-1,2,-1
C(=C\c1ccccc1)/CN1CCN(C(c2ccccc2)c2ccccc2)CC1,7,24,1,5,-3,-3,20,21
CCC(C)(C)NC(=O)c1ccc2c(c1)S(=O)(=O)c1ccccc1C2=O,1,-3,4,1,-11,13,-10,-11
COc1ccc(NC(=O)Nc2ccc3c(c2)N(C)C(=O)CS3)cc1OC,-1,-14,-3,-1,0,3,0,0
COc1cc(CNC(C)C23CC4CC(CC(C4)C2)C3)cc(OC)c1OC (centres undefined),17,17,5,12,5,-2,-1,8
CC(=O)Cn1c(C(F)(F)F)nc2ccccc21,-21,-3,-48,-2,4,-4,-6,-4
CCOC(=O)c1ccc2[nH]c3ccccc3c2c1,-50,13,-26,-9,-3,-2,41,-1
Cc1csc(NC(=O)CSCc2c(C)noc2C)n1,1,4,-12,0,-3,-2,9,5
CC(=O)c1ccc(C(=O)N2CCCC(C(=O)c3ccc(Cl)cc3)C2)s1 (centres undefined),-13,0,36,-4,-4,-6,0,14
CN(C(=O)COC(=O)c1cc(-c2ccccc2Cl)nc2ccccc12)C1CCS(=O)(=O)C1 (centres undefined),2,-21,0,0,-3,2,2,16
CCN(CCCNC(=O)Cn1ncc2c([nH]c3ccc(C)cc32)c1=O)c1cccc(C)c1,15,-4,-9,0,5,-1,-16,9
O=C1Nc2ccc(Cl)cc2/C1=C/C1CC=CCC1 (centres undefined),7,6,1,4,-6,-2,40,5
CCCC(=O)NC(c1ccccc1)c1ccc2cccnc2c1O (centres undefined),7,-23,-11,7,1,-2,-6,33
Cc1ccc(-n2c(SCC(=O)N3CCOCC3)nnc2-c2ccncc2)cc1,13,0,0,1,-6,-1,-4,-10
Nc1nonc1-n1nnc(C(=O)N/N=C/c2ccccc2Cl)c1COc1ccc(F)cc1,-1,-10,-5,14,-23,-4,-8,-4
COP(=O)(CN(Cc1ccccc1)C(=S)Nc1c(C)cccc1C)OC,1,-1,-29,-10,-3,0,-6,-1
Cc1nn(CC(O)CN2c3ccccc3Sc3ccccc32)c(C)c1Br (centres undefined),3,3,6,2,22,-1,-3,1
N#C/C(=C\c1c(N2CCCCCC2)nc2ccccn2c1=O)C(N)=O,15,3,-4,-8,2,-4,-4,7
COc1cc(/C=C/C(=O)O)cc(S(=O)(=O)Nc2ccccc2C(=O)NCCc2ccccc2)c1OC,-30,-4,-12,-2,-7,0,8,7
CS(=O)(=O)Nc1ccc(C(=O)N2CCc3ccccc3C2)cc1,6,0,3,-4,7,3,-5,-5
O=C(CN1CCN(CC(=O)c2ccc(F)cc2)CC1)Nc1ccccc1Cl,-18,-10,2,4,-8,0,2,31
c1ccc(-c2ccc(-c3cnc4n3CCCCC4)cc2)cc1,-17,6,-22,1,52*,-1,-5,11
Cc1ccc(S(=O)(=O)CCc2nc3ccccc3s2)cc1C,-4,-8,24,2,-6,-2,3,28
CC(OC(=O)c1ccc(Br)c(S(=O)(=O)N2CCOCC2)c1)C(=O)NC1CCCCC1C (centres undefined),4,-1,-1,12,3,0,15,10
COc1ccc(C/C(N)=N/OC(=O)COc2ccccc2C)cc1,-31,-19,-12,-8,1,4,5,15
NC1=NC(=O)C(CC(=O)c2ccc(Cl)cc2)S1 (centres undefined),8,2,1,-8,-7,-1,-3,6
Cn1c2ccccc2c2cc(C(=O)N3CCN(CCO)CC3)sc21,8,-10,4,-8,-8,-4,18,4
COc1cc(C(=O)N2CCN(Cc3ccc4c(c3)OCO4)CC2)c([N+](=O)[O-])cc1OC,24,5,2,3,1,-4,-1,-5
CCCCCC(C)n1[nH]c(=O)c2c(C)cc(C)nc21 (centres undefined),-19,-8,1,-4,0,2,-10,-10
Cc1oc2c(cc(NS(=O)(=O)c3cccs3)c3ccccc32)c1C(=O)OC(C)C,-15,-23,21,-2,3,2,3,-12
O=C(NCN1C(=O)C2C3C=CC(C3)C2C1=O)OC1CCCCC1 (centres undefined),7,8,-12,-5,-6,-3,-1,0
